# Compound activity (PubChem)
# Tau fibril ThT – qHTS for Inhibitors of Tau Fibril Formation, Thioflavin T Binding. recombinant tau K18 P301L (four-repeat tau fragment), heparin-induced fibrillization, ThT fluorescence. Potency, µM (series often up to 57.4 µM), inactives show top-dose activity, negative = inhibition, most hits filed as inhibitors. hit rate 2.1% among 270,000. AID 1460, 2008; also: % is scaled to controls: 0 for no effect and ±100 for the full control effect; nearly all actives have a fitted effect of over 55% in size
# Target sequence (P10636 561-689 P618L limits assumed): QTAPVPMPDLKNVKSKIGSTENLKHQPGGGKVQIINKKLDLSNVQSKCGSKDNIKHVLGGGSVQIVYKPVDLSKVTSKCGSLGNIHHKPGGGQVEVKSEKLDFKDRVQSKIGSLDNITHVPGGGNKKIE
#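 Heparin-induced fibrillization of the P301L-mutant K18 repeat-domain fragment of human tau was followed by ThT binding in quantitative high-throughput format.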
# SMN2 splice enh – qHTS Assay for Enhancers of SMN2 Splice Variant Expression. HEK293 SMN2-luciferase splicing reporter, luminescence, 30-36 h. Potency, µM (series often up to 46.1 µM), for inactives: at the top dose activity change, positive = activation, actives largely listed as activators. hit rate 2.8% among 210,000. AID 1458, 2008; also: % of control where 0% means no effect; nearly all actives have a fitted effect of over 55% in size
#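 HEK293 cells carry an SMN2 […]–luciferase reporter in which exon 7 inclusion puts luciferase in frame. Cells were plated 10-12 h before compound addition, then incubated 30-36 h at 37C. ONE-Glo luminescence was read; sodium butyrate at 4.5 mM final served as control.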
# RECQ1 helicase – qHTS Assay for Inhibitors of RecQ-Like Dna Helicase 1 (RECQ1); Potency, µM (titrated, usually from 57.3 µM), inactives show at the highest dose activity, negative = inhibition, hits mostly inhibitors; hit rate 0.54% among 240,000; ATP-dependent DNA helicase Q1 (Homo sapiens), P46063; RECQ1 DNA unwinding, red fluorescence kinetic read;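 also: plate controls were vehicle for no effect and no enzyme for full effect; nearly all actives have a fitted effect of over 30% in size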
# Target sequence (P46063 whole entry, looked up): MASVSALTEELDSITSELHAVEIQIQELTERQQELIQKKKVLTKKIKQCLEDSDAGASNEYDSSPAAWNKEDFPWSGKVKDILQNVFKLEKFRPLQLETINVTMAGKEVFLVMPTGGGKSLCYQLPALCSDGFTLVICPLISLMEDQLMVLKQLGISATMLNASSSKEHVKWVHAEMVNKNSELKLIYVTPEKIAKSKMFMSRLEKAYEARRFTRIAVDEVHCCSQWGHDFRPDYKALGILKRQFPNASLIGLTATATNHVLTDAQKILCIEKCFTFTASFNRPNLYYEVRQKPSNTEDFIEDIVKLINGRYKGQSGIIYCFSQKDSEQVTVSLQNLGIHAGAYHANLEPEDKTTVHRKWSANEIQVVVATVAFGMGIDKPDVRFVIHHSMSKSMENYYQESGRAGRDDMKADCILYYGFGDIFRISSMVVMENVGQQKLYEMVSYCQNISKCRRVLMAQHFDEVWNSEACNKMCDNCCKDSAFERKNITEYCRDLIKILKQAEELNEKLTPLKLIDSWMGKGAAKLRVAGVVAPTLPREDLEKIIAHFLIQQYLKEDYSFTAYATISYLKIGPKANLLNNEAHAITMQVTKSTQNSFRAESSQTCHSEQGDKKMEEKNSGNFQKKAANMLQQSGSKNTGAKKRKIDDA
#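 50 nM RECQ1T1 preincubated 15 min with compound in Tris pH 8.0 buffer with MgCl2, DTT, Tween-20 and 2.5 ug/ml poly(dI-dC); started with 200 nM TAMRA/BHQ-2 forked duplex and 2 mM ATP. Unwinding read as fluorescence (525/598 nm), two reads 2 h apart.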
# Lamin A splicing – qHTS Assay for Modulators of Lamin A Splicing; HeLa LMNA splicing GFP/RFP minigene ratio, 48 h; Potency, µM (titrated, usually from 46.1 µM), for inactives: at the top dose ratio change, negative = inhibition, most hits filed as inhibitors; hit rate 0.01% among 200,000; AID 1487, 2009; active = well fitted inhibition curve with a large enough effect in the signal ratio, with a control signal flat, not every such curve was filed as active; inconclusive = small, poorly fitted or top-dose-only effect, or effect the other way, or a change in a side signal; the % refers to the signal ratio; also: % is scaled to controls: 0 for no effect and ±100 for the full control effect
#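 S3 HeLa stable clones carrying a lamin A-EGFP splicing minigene plus DsRed2 were seeded at 600 cells/well in Opti-MEM with 2% FBS, pin-dosed and incubated 48 h at 37°C. Acumen cytometry (488 nm) gave the GFP/RFP total-intensity ratio.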
# JMJD2E inh – qHTS Assay for Inhibitors of Human Jumonji Domain Containing 2E (JMJD2E). AID 2147, 2009. Potency, µM (titrated, usually from 57.1 µM), for inactives: top-dose activity change, negative = inhibition, hits mostly inhibitors. JMJD2E catalytic domain, FDH-coupled NADH fluorescence (FDH is formaldehyde dehydrogenase). hit rate 1.6% among 230,000; active = well fitted inhibition curve with a large enough effect, not every such curve was filed as active; inconclusive = small, poorly fitted or top-dose-only effect, or another doubt; inactive = no such curve, though single readings can be large or run the other way;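 also: 0% = wells with enzyme and -100% = buffer wells without enzyme; nearly all actives have a fitted effect of over 50% in size; many of its hits are not listed in these tables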
# Target sequence (B2RXH2 1-337 limits assumed): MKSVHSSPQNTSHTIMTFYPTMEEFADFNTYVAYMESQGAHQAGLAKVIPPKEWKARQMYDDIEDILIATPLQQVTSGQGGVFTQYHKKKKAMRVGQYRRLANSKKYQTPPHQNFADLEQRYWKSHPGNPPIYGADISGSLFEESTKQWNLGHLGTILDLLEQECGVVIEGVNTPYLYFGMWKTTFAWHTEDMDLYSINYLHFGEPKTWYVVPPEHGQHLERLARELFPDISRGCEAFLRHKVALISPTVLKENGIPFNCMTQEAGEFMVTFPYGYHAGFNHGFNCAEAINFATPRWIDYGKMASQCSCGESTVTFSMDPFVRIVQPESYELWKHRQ
# L3MBTL1 block – qHTS Assay for the Inhibitors of L3MBTL1 | Lethal(3)malignant brain tumor-like protein 1 (Homo sapiens), Q9Y468 | AlphaScreen L3MBTL1–H3K9me1 peptide binding | Potency, µM (highest dose often 57.1 µM), without a hit: at the top dose activity, negative = inhibition, hits mostly inhibitors | hit rate 0.66% among 230,000 | AID 485360, 2010; also: % is scaled to controls: 0 for no effect and ±100 for the full control effect; nearly all actives have a fitted effect of over 60% in size
#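 AlphaScreen assay: L3MBTL1 (50 nM final) was preincubated 30 min at room temperature with biotinylated H3(1-15)K9me1 peptide (75 nM final), then 30 min with library compounds; streptavidin donor and nickel chelate acceptor beads (10 ug/mL final) added, 30 min dark.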
# ALDH1A1 block – qHTS Assay for Inhibitors of Aldehyde Dehydrogenase 1 (ALDH1A1); Potency, µM (series often up to 75.3 µM), for inactives: at the highest dose activity, negative = inhibition, actives largely listed as inhibitors; Purified ALDH1A1, NADH fluorescence, propionaldehyde substrate; Aldehyde dehydrogenase 1A1 (Homo sapiens), P00352; AID 1030, 2008; hit rate 7.3% among 220,000; active = well fitted inhibition curve with a large enough effect, not every such curve was filed as active; inconclusive = small, poorly fitted or top-dose-only effect, or another doubt; inactive = no such curve, though single readings can be large or run the other way;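 also: plate controls were no enzyme wells and a reference inhibitor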
# Luc counter – Counterscreen for Luciferase (Kinase-Glo TM) Inhibition; Kinase-Glo luciferase, ATP luminescence, 8 min; Luciferin 4-monooxygenase (Photuris pensylvanica), Q27757; hit rate 0.28% among 200,000; Potency, µM (series often up to 38.3 µM), for the others: at the top dose activity change, negative = inhibition, hits mostly inhibitors; also: % is scaled to controls: 0 for no effect and ±100 for the full control effect; nearly all actives have a fitted effect of over 60% in size
#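 Inhibition of Kinase-Glo luciferase light generation was assessed at 10 uM ATP in pH 7.2 imidazole buffer, with luminescence measured after eight minutes at ambient temperature.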
# Active calls of the source: *; i = inactive; ? = inconclusive; . = not tested or not shown; [ ] = another dose, or the depositor's remark. Unless noted, calls follow the shape of the dose curve; as a rule, active = well fitted curve in the direction sought with a large enough effect; inconclusive = small, poorly fitted or top-dose-only effect, or another doubt; inactive = no such curve, though single readings can be large; an effect the other way counts as inactive or inconclusive. Potency is read from the fitted curve at half-maximal effect. This is a subset; rates above refer to the full screens.
SMILES,Tau fibril ThT,SMN2 splice enh,RECQ1 helicase,Lamin A splicing,JMJD2E inh,L3MBTL1 block,ALDH1A1 block,Luc counter
CCOC(=O)/C(C(=O)Nc1ccccc1Br)=C1/NC(C)(C)Cc2ccccc21,2%,-3%,0%,-1%,-6%,3%,28µM*,-1%
COc1cc(C(=O)N(CCCO)Cc2cc3ccc(C)c(C)c3[nH]c2=O)cc(OC)c1OC,3%,-13%,i,3%,?,9%,?,2%
O=c1[nH]c2ccc(F)cc2[nH]c1=O,-4%,2%,i,4%[46 µM],?,6%,-4%,1%
O=C(Oc1cccc(NC2=NS(=O)(=O)c3ccccc32)c1)c1cccnc1,8%,22%,i,-2%[46 µM],-13%,0%,13%,0%
CCOc1ccccc1NC(=O)C1Cc2ccccc2CN1S(C)(=O)=O (stereo unspecified),-10%,0%,i,11%,7%,-1%,0%,3%
CCOC(=O)N1CCC(NC(=O)c2cc3c(C)nc4ccccc4c3o2)CC1,-3%,-34%[inhibitor],i,-8%,?,.,?,4%
C[C@@]1(C(NC(=O)Cc2ccc(C(F)(F)F)cc2)c2ccc(-c3ccccc3)cc2)C[C@H]1C1CCCCC1 (stereo partly specified),-10%,-2%,-1%,.,26%,.,11%,-1%
COC(=O)c1ccc(C(=O)O)nc1,0%,.,9%,.,?,?,.,.
CN(CCN1CCOCC1)Cc1nc(-c2ccc3c(c2)OCO3)no1,-9%,.,-12%,.,-13%,-1%,?,3%
Cc1ccc(C(=O)NCC(=O)NC2CCCC2)cc1,-9%,23%,i,12%[46 µM],18%,7%,10%,-1%
CC(COc1ccccc1)N1CCC(CO)(CCc2ccccc2)CC1 (stereo unspecified),-7%,-21%,i,15%[46 µM],7%,-8%,3%,-3%
CNC(=O)c1ccc(-c2sc3nc(N4CCOCC4)c4c(c3c2N)CC(C)(C)OC4)o1,?,13%,i,0%,?,51%[activator],?,-1%
Cc1ccc(C)c(NC(=O)CCn2nc(C)cc2C)c1,-1%,.,-3%,9%,5%,.,7%,1%
COc1ccc(CN2CCC(CO)(Cc3ccccc3)CC2)cc1Cn1cccn1,-9%,.,-1%,.,7%,-5%,?,6%
COC(=O)CC1[C@@]2(C)C[C@]34OC5(C)OC6(C7CC(=O)OC(c8ccoc8)[C@]7(C)CCC6(O5)[C@]13C)C(OC(C)=O)[C@]4(OC(C)=O)C2OC(C)=O (stereo partly specified),-4%,-13%,0%,-5%,1%,.,10%,1%
COc1ccc(C)cc1N(CC(=O)N/N=C/c1ccccc1C(=O)O)S(=O)(=O)c1ccccc1,-5%,4%,0%,.,0%,.,18%,1%
O=c1c2[nH]c3ccc(F)cc3c2ncn1CCCN1CCOCC1,7%,16%,11%,6%,?,3%,?,-2%
CC(C)(C)n1nnnc1C(c1cccnc1)N1CCN(c2cccc(C(F)(F)F)c2)CC1 (stereo unspecified),-6%,-36%[inhibitor],-1%,?,-2%,11%,?,2%
COc1ccc(N(C(=O)Cn2nnc3ccccc32)C2(C(=O)NC3CCCC3)CCCCC2)cc1,-5%,10%,-4%,2%,2%,0%,4%,-1%
O=C(CN1CCN(Cc2ccccc2Cl)C1=O)NC1CCCCCC1,-18%,-12%,-15%,-7%,-3%,.,-13%,3%
Cc1cc2ncc(S(=O)(=O)C(C)(C)C)c(N)n2n1,2%,4%,i,8%[46 µM],3%,-25%,-14%,-4%
C[n+]1cc[nH]c1SCC(=O)c1ccccc1,-17%,21%,-2%,-6%,1%,.,25µM*,-25%
O=C1CN(C(=O)/C=C/c2ccccc2F)c2ccccc2N1,-6%,20%,i,?,-17%,-4%,?,-2%
O=C(COC(=O)c1ccccc1C(=O)N1CCN(c2ccccc2)CC1)NCc1ccccc1,1%,-5%,i,-9%[46 µM],10%,-2%,11%,4%

# In the list so far, these contain sulfur:
SMILES,Tau fibril ThT,SMN2 splice enh,RECQ1 helicase,Lamin A splicing,JMJD2E inh,L3MBTL1 block,ALDH1A1 block,Luc counter
O=C(Oc1cccc(NC2=NS(=O)(=O)c3ccccc32)c1)c1cccnc1,8%,22%,i,-2%[46 µM],-13%,0%,13%,0%
CCOc1ccccc1NC(=O)C1Cc2ccccc2CN1S(C)(=O)=O (stereo unspecified),-10%,0%,i,11%,7%,-1%,0%,3%
CNC(=O)c1ccc(-c2sc3nc(N4CCOCC4)c4c(c3c2N)CC(C)(C)OC4)o1,?,13%,i,0%,?,51%[activator],?,-1%
COc1ccc(C)cc1N(CC(=O)N/N=C/c1ccccc1C(=O)O)S(=O)(=O)c1ccccc1,-5%,4%,0%,.,0%,.,18%,1%
Cc1cc2ncc(S(=O)(=O)C(C)(C)C)c(N)n2n1,2%,4%,i,8%[46 µM],3%,-25%,-14%,-4%
C[n+]1cc[nH]c1SCC(=O)c1ccccc1,-17%,21%,-2%,-6%,1%,.,25µM*,-25%

# Of the compounds above, 2 contain a CF3 group:
SMILES,Tau fibril ThT,SMN2 splice enh,RECQ1 helicase,Lamin A splicing,JMJD2E inh,L3MBTL1 block,ALDH1A1 block,Luc counter
C[C@@]1(C(NC(=O)Cc2ccc(C(F)(F)F)cc2)c2ccc(-c3ccccc3)cc2)C[C@H]1C1CCCCC1 (stereo partly specified),-10%,-2%,-1%,.,26%,.,11%,-1%
CC(C)(C)n1nnnc1C(c1cccnc1)N1CCN(c2cccc(C(F)(F)F)c2)CC1 (stereo unspecified),-6%,-36%[inhibitor],-1%,?,-2%,11%,?,2%

# (continued)
SMILES,Tau fibril ThT,SMN2 splice enh,RECQ1 helicase,Lamin A splicing,JMJD2E inh,L3MBTL1 block,ALDH1A1 block,Luc counter
CC(CN1CCOCC1)OC(=O)c1ccc2c(c1)OCCO2 (stereo unspecified),10%,26%,-12%,13%,-9%,40%[activator],-13%,0%
Cc1ccccc1OCC(=O)NC(=S)Nc1ccc(N2CCCC2)cc1,?,-29%,i,.,4%,.,-3%,-2%
CC(C)NC(=O)c1c2c(nc3ccccc13)CCCC2,7%,-13%,1%,-11%,-1%,6%[11.4 µM],2%,2%
CCOC(=O)c1sc(NC(=O)c2ccncc2)c(C#N)c1C,?,-75%[inhibitor],1%,?,-5%,-3%,3.2µM*,-6%
COc1ccc(C(=O)C2CCCN(C(=O)c3ccc4cc[nH]c4c3)C2)c(C)c1 (stereo unspecified),-12%,.,-1%,14%[46 µM],0%,-12%,?,-4%
COc1ccc2c(COC(=O)CCS(=O)(=O)c3ccccc3)cc(=O)oc2c1,-10%,7%,i,-12%[46 µM],?,-5%,?,3%
CC(C)CNC(=O)CN(C)S(=O)(=O)c1ccc(F)cc1,9%,-8%,-1%,-5%,2%,6%,3%,-3%
COc1ccc(C(=O)OCCCN(C)C)cc1OC,5%,-7%,-3%,-3%,-3%,1%,8%,-1%
O=C(OCc1nnc(-c2ccccc2)o1)c1cc(=O)c2ccccc2o1,-14%,6%,i,-7%,-4%,8%,9%,7%
Cc1csc(C(C#N)C(=O)c2cc3ccccc3o2)n1 (stereo unspecified),?,11µM*,-15%,-7%,-5%,-4%,1%,-18%
COc1ccccc1N1C(=O)CSC1=NC(=O)c1ccccc1,-14%,.,-4%,.,6%,0%,-2%,.
O=C(NCCCN1CCOCC1)c1ccccc1-c1ccccc1,-3%,.,0%,12%,11%,.,10%,4%
O=C(Nc1nnc(C2CC2)s1)c1cc(S(=O)(=O)N2CCN(c3ccccc3)CC2)ccc1Cl,-14%,-8%,-8%,-6%,3%,-4%,-2%,-1%
O=C(O)c1ccc(F)c(S(=O)(=O)Nc2ccccc2Cl)c1,-5%,?,15%,-5%,11%,1%,8%,4%
COc1ccc(C(=O)N(CC2CCCO2)C(C(=O)NC2CCCC2)c2ccc(Cl)cc2)cc1OC (stereo unspecified),-18%,5%,-1%,-6%,11%,6%,1%,3%
CCCCCC(=O)Nc1ccc2ccccc2c1,-2%,?,i,?,-2%,11%,-2%,4%
Cc1c(C(=O)N(Cc2ccccc2)Cc2cccnc2)cnn1-c1ccc(F)cc1,?,.,-7%,.,6%,7%,?,.
CCCCC(=O)Nc1ccc(C(=O)Nc2cc(C(F)(F)F)ccc2Cl)cc1,0%,-31%[inhibitor],1%,-10%,1%,-2%,19%,1%
CCOc1ncccc1C(=O)Nc1cccc(-c2nnc3n2CCCCC3)c1,-6%,-7%,i,?,1%,-1%,-12%,-2%
COc1cc(Cl)ccc1NC(=S)N(CCN1CCOCC1)C1CCN(C(C)=O)CC1,-1%,-5%,-1%,-19%[46 µM],0%,.,0%,1%
C/C(=N\NC(=O)Cc1cccc2ccccc12)c1ccncc1,1%,-35%[inhibitor],-2%,?,14%,3%,?,-1%
COc1ccc2sc(SCCCS(=O)(=O)O)[n+](CCCS(=O)(=O)[O-])c2c1,1%,.,-2%,-11%,-10%,-6%,0%,9%
Cc1ccc(C(=O)/C=C/Nc2ccc3c(c2)OCO3)cc1,?,?,-11%,0%,0%,-6%,-2%,-9%
O=C1SC(SC(=Nc2ccccc2)Nc2ccccc2)C(=O)N1c1ccccc1 (stereo unspecified),?,?,-5%,?,3%,-10%,25µM*,1%
Cc1nc2ccccc2n1CC(O)COc1ccc(Br)cc1 (stereo unspecified),-4%,.,i,14%[46 µM],17%,-1%,6%,-3%
Cc1cc(C(=O)OCC(=O)Nc2cc(S(=O)(=O)N3CCOCC3)ccc2Cl)c(C)o1,-8%,14%,-17%,-5%,-5%,.,5%,-4%
COc1ccc(Nc2nnc(-c3ccc(C)cc3)c3ccccc23)cc1C(=O)N1CCCCC1,-3%,-37%[inhibitor],-18%,?,?,-11%,?,-1%
